rTrxR1 inhibitor = inhibitors of rat thioredoxin reductase 1; O89049; recombinant rTrxR1, NADPH fluorescence consumption, selenite substrate; Potency, µM (titrated, usually from 114 µM), for the others: at the highest dose activity change, negative = inhibition, hits mostly inhibitors; 390,000 compounds, 1% hits; note: potency is the fitted concentration of half-maximal effect; % is set by controls: 0 for no effect and ±100 for the full control effect; nearly all actives have a fitted effect of over 65% in size
Target sequence (O89049 whole entry, looked up): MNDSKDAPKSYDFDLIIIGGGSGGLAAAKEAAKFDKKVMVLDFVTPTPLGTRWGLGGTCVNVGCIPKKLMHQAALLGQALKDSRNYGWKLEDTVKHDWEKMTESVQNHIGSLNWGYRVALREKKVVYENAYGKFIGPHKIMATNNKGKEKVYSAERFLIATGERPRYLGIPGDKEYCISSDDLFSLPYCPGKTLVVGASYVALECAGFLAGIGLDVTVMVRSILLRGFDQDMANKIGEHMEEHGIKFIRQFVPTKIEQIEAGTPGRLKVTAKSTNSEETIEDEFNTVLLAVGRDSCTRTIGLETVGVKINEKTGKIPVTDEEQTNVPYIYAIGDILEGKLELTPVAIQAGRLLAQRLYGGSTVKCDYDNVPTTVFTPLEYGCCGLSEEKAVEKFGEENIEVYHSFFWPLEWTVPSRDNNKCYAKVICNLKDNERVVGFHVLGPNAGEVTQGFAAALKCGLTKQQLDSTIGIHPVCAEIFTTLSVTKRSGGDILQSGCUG
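Rat TrxR1 (90 nM in the dispensed reagent) was pre-reduced with 400 uM NADPH for 5 min at room temperature, then incubated with compound for 15 min. After 400 uM selenite was added, NADPH fluorescence (Ex 340/Em 450 nm) was followed for 8 min.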
RGS4 inhibitor = inhibitors of human regulator of G protein signaling 4; Transcreener GDP fluorescence polarization, RGS4-accelerated GTP hydrolysis; Potency, µM (doses to about 114 µM), inactives show top-dose activity change, negative = inhibition, usual class: inhibitors; 390,000 compounds, 0.039% hits; note: potency is the fitted concentration of half-maximal effect; % is set by controls: 0 for no effect and ±100 for the full control effect; nearly all actives have a fitted effect of over 75% in size; some results filed as inactive show a strong effect at the top dose
Target sequence (P49798 whole entry, looked up): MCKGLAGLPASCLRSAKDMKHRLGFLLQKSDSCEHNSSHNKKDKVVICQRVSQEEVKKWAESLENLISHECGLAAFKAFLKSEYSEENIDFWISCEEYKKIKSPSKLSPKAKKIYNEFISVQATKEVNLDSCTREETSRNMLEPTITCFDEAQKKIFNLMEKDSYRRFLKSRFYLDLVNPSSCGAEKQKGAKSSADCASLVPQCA
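MLSMR compounds (23 nl, pin-transferred) preincubated 10 min at room temperature with a 500nM (2x) first reagent, then RGS4 at 900nM (2x) plus Transcreener GDP mix added; fluorescence polarization (620/688 nm) read before and after 90 min at 30 °C.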
LDHA block = blocks human lactate dehydrogenase A | activity change, % (values are at about 110 or 230 µM) | purified LDHA, NADH/diaphorase-resazurin fluorescence; active compounds read low | 480,000 compounds, 0.15% hits; in the data active = activity change below about -30%; inconclusive = mostly about -25% to -30%;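 note: plate controls were DMSO wells for no effect and wells without enzyme for full effect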
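Human LDH5 (2 nM) was incubated with 0.06 mM NADH and 0.2 mM pyruvate for 5 min at room temperature in Tris pH 7.4. Remaining NADH was coupled through diaphorase/resazurin, and resorufin fluorescence was read at 0 and 20 min.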
mIDH1 inhibitor = inhibitors of human mutant IDH1 R132H; O75874; IDH1-R132H enzyme, NADPH consumption, diaphorase/resazurin fluorescence; Potency, µM (top dose mostly 76.6 µM), for inactives: at the top dose activity change, negative = inhibition, actives largely listed as inhibitors; 390,000 compounds, 0.093% hits; AID 602179; note: potency is the fitted concentration of half-maximal effect; % is set by controls: 0 for no effect and ±100 for the full control effect; nearly all actives have a fitted effect of over 65% in size
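IDH1-R132H (0.5 ug/mL) preincubated 30 min with compound, then NADPH (0.016 mM) and alpha-KG (2 mM) added; 80 min at RT, pH 7.5. Remaining NADPH coupled via diaphorase/resazurin to fluorescence (540/590 nm); concentration-response curves normalized to no-enzyme control.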
USP1-UAF1 inh = inhibitors of human USP1/UAF1 deubiquitinase. O94782. recombinant USP1/UAF1, Ub-Rhodamine cleavage fluorescence. Potency, µM (highest dose often 57.1 µM), without a hit: top-dose activity change, negative = inhibition, most hits filed as inhibitors. 390,000 compounds, 0.23% hits. AID 743255; note: potency is the fitted concentration of half-maximal effect; % is set by controls: 0 for no effect and ±100 for the full control effect; nearly all actives have a fitted effect of over 60% in size; inactives centre near -12
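High-throughput fluorogenic screen: 1nM USP1/UAF1 complex, Ub-Rho substrate 150nM final, 50mM HEPES pH 7.8 with 0.5mM EDTA, 0.1 mg/ml BSA, 1mM TCEP and 0.01% Tween-20.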
Glioma ERSR ind = induces the endoplasmic reticulum stress response in human glioma cells; U87-MG GRP78 promoter luciferase reporter, 16 h; Potency, µM, without a hit: top-dose activation, usual class: activators; 420,000 compounds, 0.02% hits; note: potency is the fitted concentration of half-maximal effect; series mostly up to about 76 µM; % of control where 0% means no effect; nearly all actives have a fitted effect of over 35% in size
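Stably transfected U87-MG glioma cells carrying a GRP78-based luciferase sensor; 16 h compound incubation. Luminescence end-point read 10 min after Bright-Glo addition at room temperature.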
TrxR1 substrate = rat thioredoxin reductase 1 substrate activity; 390,000 compounds, 0.01% hits; purified TrxR1 substrate turnover, NADPH consumption readout; Potency, µM (titrated, usually from 114 µM), inactives show top-dose activity change, negative = substrate turnover; AID 588456; O89049; note: potency is the fitted concentration of half-maximal effect; % is set by controls: 0 for no effect and ±100 for the full control effect; nearly all actives have a fitted effect of over 50% in size
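Rat TrxR1, dispensed at 90 nM, was prereduced with 400 uM NADPH (final) for 5 min at ~22 deg C, then incubated with compound 15 min before 400 uM selenite. A first-read NADPH fluorescence drop versus no-compound background flagged substrates.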
Vif-APOBEC3G blk = blocks the Vif interaction with human APOBEC3G; 410,000 compounds, 0.076% hits; HeLa A3G-eYFP + Vif (tagged APOBEC3G with the HIV-1 protein that degrades it), YFP fluorescence, overnight; Potency, µM (titrated, usually from 46.1 µM), for inactives: at the highest dose activity, negative = active, hits mostly inhibitors; Q9HC16; AID 602310;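 note: potency is the fitted concentration of half-maximal effect; % is set by controls: 0 for no effect and ±100 for the full control effect; nearly all actives have a fitted effect of over 60% in size; hits raise eYFP signal because A3G escapes Vif-driven loss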
Target sequence (Q9HC16 whole entry, looked up): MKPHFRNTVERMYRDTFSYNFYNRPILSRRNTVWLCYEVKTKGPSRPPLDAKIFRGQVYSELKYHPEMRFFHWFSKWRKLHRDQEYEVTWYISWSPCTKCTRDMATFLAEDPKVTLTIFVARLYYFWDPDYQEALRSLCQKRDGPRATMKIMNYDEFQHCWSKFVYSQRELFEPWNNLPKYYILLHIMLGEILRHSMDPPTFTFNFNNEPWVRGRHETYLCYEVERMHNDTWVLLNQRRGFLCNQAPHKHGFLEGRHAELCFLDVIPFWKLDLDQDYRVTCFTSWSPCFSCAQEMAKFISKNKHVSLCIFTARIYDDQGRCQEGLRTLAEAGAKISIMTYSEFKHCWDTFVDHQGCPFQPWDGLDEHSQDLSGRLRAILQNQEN
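Read-out is eYFP fluorescence (Ex 488/Em 500-530) from Vif-expressing HeLa A3G-eYFP cells; more signal means A3G escaped Vif-mediated degradation. Cells plated overnight, compound pinned in, incubated overnight at 37 deg C.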
Vif-A3F inh = Vif-A3F binding inhibition | HeLa A3F-eYFP + Vif (tagged APOBEC3F with the HIV-1 protein that degrades it), YFP fluorescence increase | Potency, µM (top dose mostly 46.1 µM), inactives show at the highest dose activity, negative = active | 390,000 compounds, 0.2% hits | AID 602313; note: potency is the fitted concentration of half-maximal effect; % of control where 0% means no effect; nearly all actives have a fitted effect of over 65% in size
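HeLa cells stably expressing Vif plus C-terminally eYFP-tagged A3F were seeded, incubated overnight at 37 deg C, dosed with compound, incubated overnight again at 37 deg C. Yellow fluorescence (Ex 488/Em 500-530) reported blocked Vif-mediated A3F-eYFP degradation.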
Active calls of the source: *; u = inconclusive; & = joins results of further samples; [ ] = remark or other dose. Unless noted, calls come from the whole dose curve; as a rule, active = well fitted curve in the direction sought with a large enough effect; inconclusive = small, poorly fitted or top-dose-only effect, or another doubt; inactive = no such curve, though single readings can be large; an effect the other way counts as inactive or inconclusive.

cpd	SMILES	rTrxR1 inhibitor	RGS4 inhibitor	LDHA block	mIDH1 inhibitor	USP1-UAF1 inh	Glioma ERSR ind	TrxR1 substrate	Vif-APOBEC3G blk	Vif-A3F inh
1	C/C(=N/NC(=O)CNC(=O)c1cccs1)c1ccco1	-8%[57.1 µM]	-13%	-1	2%	-7%	-2%	3%[57.1 µM]	-2%	9%
2	Cc1nn(-c2ccccc2)c2c1/C(=N/O)CC(C)(C)C2	9%	-32%	-2	-3%	-2%	0%	-2%	1%	-7%
3	Cc1ccsc1/C=C(\C#N)C(=O)NCc1ccco1	-11%	-22%	-3	5%	-21%	1%	-8%	0%	6%
4	Cc1c(NC(=S)N/C(=N/S(=O)(=O)c2ccc(Cl)cc2)c2ccccc2)c(=O)n(-c2ccccc2)n1C	3%	-1%	-6	-1%	-22%	-5%	1%	-1%	0%
5	CC(NC(=S)Nc1ccccc1)C1COc2ccccc2O1 (stereo not drawn)	3%[57.1 µM]	-3%	-7	14%	-21%	-4%	6%[57.1 µM]	5%	u
6	Nc1ccn(-c2ncc(C(F)(F)F)cc2Cl)c(=O)n1	13%	-20%	-2	0%	-11%	-2%	8%	-4%	-3%
7	Cc1cc(C)c(C)c(S(=O)(=O)N[C@@H](C)C(=O)OC(C)C(=O)NC(N)=O)c1C (stereo partly drawn)	22%	34%	-5	2%	-17%	-3%	11%	3%	-1%
8	O=C(Nc1cccc(C(F)(F)F)c1)C1CCN(S(=O)(=O)c2cccs2)CC1	2%	-15%	0	-9%	-13%	-4%	-10%	3%	-3%
9	Nc1nc(N)c(C=Nc2ccc(Br)cc2)c(Nc2ccc(Br)cc2)n1	6%[57.1 µM]	17%	-9	u	1%	13%	-1%[57.1 µM]	-8%	-1%
10	Cc1c(C(=O)O)[nH]c2ccc([N+](=O)[O-])cc12	14%[57.1 µM]	-53%	-6	-6%	u	-2%	-4%[57.1 µM]	-1%	-2%
11	Cc1ccc(-c2ccc(=O)[nH]n2)cc1	19%	-14%	-8	-1%	-9%	1%	6%	-5%	0%
12	COc1ccc(CNC(=O)Cn2nc([N+](=O)[O-])c(Br)c2C)cc1	-14%	-3%	-7	-3%	-5%	-4%	-5%	0%	0%
13	Cc1cccc(C)c1NC(=O)CNCC(=O)Nc1c(C)cccc1C	5%[57.1 µM]	-15%	-5	-1%	-16%	-4%	3%[57.1 µM]	-5%	-4%
14	O=Cc1cccn1Cc1ccc(Cl)cc1Cl	10%	17%	-8	7%	0%	2%	2%	-3%	-10%
15	COc1c(Br)cc(/C=N/n2c(-c3ccccc3)n[nH]c2=S)c(O)c1Br	u	u	10	-6%	1%	-5%	-7%	-1%	-6%
16	CCc1nc(NCCN2CCOCC2)c2oc3ccccc3c2n1	-2%	2%	2	4%	-7%	-4%	-7%	0%	-4%
17	Cc1nn(Cc2ccc(Cl)cc2Cl)c(C)c1NC(=O)c1sc2ccccc2c1Cl	8%	-27%	-6	0%	-16%	-4%	0%	2%	-7%
18	COc1ccc(CN2C(=O)CN=C2Nc2ccc(C)cc2C)cc1	13%	-20%	3	5%	-17%	-7%	1%	5%	-13%
19	O=C(CSc1ccccc1)Nc1ccncc1	14%[57.1 µM]	-28%	2	1%	-8%	-4%	17%[57.1 µM]	1%	4%
20	O=C(CCCn1c(=S)[nH]c2ccsc2c1=O)Nc1ccc2c(c1)OCCO2	-5%[57.1 µM]	-11%	-7	-13%	-18%	-5%	-10%	-1%	9%
21	COc1cc(C(C)=O)ccc1OC(=O)CN1C(=O)c2ccccc2C1=O	-12%	15%	-2	5%	-10%	-8%	2%	-1%	-18%
22	CCOC(=O)c1[nH]nc(C(=O)c2ccc(Br)cc2)c1O	17%	-5%	1	1%	-18%	0%	6%	-5%	-6%
23	O=C(O)c1cccc(Cn2c(Cl)c(/C=N/NC(=O)c3ccc(O)cc3)sc2=O)c1	u	-14%	-6	13%	-9%	3%	-14%	-3%	3%
24	COc1ccc(-c2cc(C)no2)cc1S(=O)(=O)N1CC(C)Oc2ccccc21 (stereo not drawn)	22%[57.1 µM]	12%	-3	2%	-18%	1%	3%[57.1 µM]	-4%	0%
25	O=c1c(-c2ccccc2)c(O)nc(SCCN2CCOCC2)n1-c1ccccc1	18%	-5%	-2	-1%	-20%	-4%	6%	-1%	1%
26	CCOc1ccc(NC(=O)c2cccc3c(=O)c4c([nH]c23)CCCC4)cc1	11%	8%	-11	0%	16%	-4%	-2%	1%	2%
27	CN(C)S(=O)(=O)c1ccc(Oc2ccccc2)cc1	29%[57.1 µM]	8%	-7	-1%	-7%	-1%	-1%[57.1 µM]	-1%	-3%
28	CC(OC(=O)C1CCN(S(=O)(=O)c2ccc(F)cc2)CC1)C(=O)NC1CCCCC1C (stereo not drawn)	15%	0%	-3	-1%	-13%	-6%	2%	1%	-5%
29	N#CC1=C(N)C(C#N)(C#N)[C@H](c2ccoc2)[C@H]2CN(Cc3ccccc3)CC=C12	8%[57.1 µM]	-9%	1	-15%	u	-8%	13%[57.1 µM]	u	u
30	C=CCN(C(=O)Cn1nc(C)n2c(cc3cc(C)ccc32)c1=O)c1ccccc1	13%	6%	-7	5%	-8%	0%	4%	1%	-4%
31	COc1ccc(-c2noc(CN(C)C3CCOCC3)n2)cc1	-3%	-29%	0	5%	-17%	3%	3%	-4%	12%
32	O=C(Oc1ccc(Br)cc1C(=S)N1CCCCC1)c1cc([N+](=O)[O-])cc([N+](=O)[O-])c1	u	-34%	-8	1%	-17%	1%	-4%	-7%	2%
33	CNC(=O)CSc1nnc(-c2ccco2)n1-c1cccc(OC)c1	5%	26%	-9	-6%	7%	2%	-3%	1%	-2%
34	N#C/C(=C\c1c(Oc2ccccc2Cl)nc2ccccn2c1=O)C(=O)NC1CCS(=O)(=O)C1 (stereo not drawn)	-5%	-24%	-2	-10%	-1%	-3%	65%[activator]	2%	2%
35	CCC(CC)c1nnc(NC(=O)COc2ccc3c(C)cc(=O)oc3c2)s1	26%	11%	-1&-6	8%	-1%	-3%	14%	-9%	-19%
36	Cc1onc(-c2c(Cl)cccc2Cl)c1C(=O)c1c[nH]c(C(=O)NCC2CCCO2)c1 (stereo not drawn)	13%[57.1 µM]	-6%	-2	4%	-10%	-6%	5%[57.1 µM]	-1%	1%
37	Cc1nn(-c2ccccc2)c(C)c1/C=C/C(=O)OC(C)C(N)=O (stereo not drawn)	-5%	-29%	-6	2%	-7%	3%	-2%	-3%	7%
38	COC(=O)CSc1nc(-c2ccc(F)cc2)cc(C(F)(F)F)n1	22%&9%	-9%&-45%	-6&-1	3%&0%	-16%&-3%	u	-2%&-3%	6%&0%	1%&-16%
39	CCN1CCC(N(Cc2cccc(OC)c2)C(=O)Nc2ccc(C)cc2Cl)CC1	3%	-14%	-9	14%	-6%	1%	-4%	0%	3%
40	O=c1c(-c2ccc(Br)cc2)coc2c(CN3CCCCC3)c(O)ccc12	15%	12%	-4	-17%	-13%	-1%	22%	-5%	5%
41	Cc1ccc(-n2c(CCc3nc4ccccc4[nH]3)n[nH]c2=S)cc1	-4%[57.1 µM]	u	-7	4%	-2%	-4%	-3%	0%	0%
42	COc1ccc(Nc2ncc(C(=O)N3CCN(c4ccc(OC)cc4)CC3)c3ccccc23)cc1	-2%	-4%	1	-5%	-27%	1%	-4%	-6%	2%
43	CCCSCCCNC(=O)Cn1nc(CC)n2c(cc3c(OC)cccc32)c1=O	16%	22%	-14	-16%	-6%	-3%	23%	1%	10%
44	O=C(c1ccccc1)c1c(O)cc(-c2ccccc2)oc1=O	-5%	-16%	-10	5%	8%	0%	-10%	0%	1%
45	O=c1oc(-c2ccccc2)nc2sc3c(c12)CCC3	20%	-11%	1	-4%	-16%	4%	7%	-1%	-1%
46	Cc1ccc(C)c(-n2c(SCC(=O)NC(C(=O)O)C(C)C)nnc2-c2cccc(Cl)c2)c1 (stereo not drawn)	13%[57.1 µM]	16%	-3	3%	-18%	-3%	2%[57.1 µM]	2%	-6%
47	CCCCSc1nnc(-c2ccc(NC(=O)CC)cc2)n1C	-10%&0%	-8%	-1&-13	3%	-14%	1%&-5%	-6%&-5%	1%&0%	4%
48	CN(C)S(=O)(=O)c1ccc(Cl)c(NC(=O)COC(=O)CN2C(=O)C3CCCCC3C2=O)c1 (stereo not drawn)	19%[57.1 µM]	12%	-8	4%	-22%	6%	8%[57.1 µM]	-2%	-20%
49	CCCc1cc(=O)[nH]c(SCC(=O)Nc2sccc2C#N)n1	-4%	-18%	-4	27%	-4%	-3%	-2%	1%	-5%
50	Cc1ccc(Cn2nc(C)c(/C=N/NC(=O)c3cccnc3)c2C)cc1	17%[57.1 µM]	-27%	-6	0%	-13%	-6%	6%[57.1 µM]	-1%	7%
51	CCN(C(=O)c1ccc(S(=O)(=O)N2CCCC2)cc1)C1CCS(=O)(=O)C1 (stereo not drawn)	4%	1%	-10	-1%	-9%	-4%	0%	-3%	-7%

Source: PubChem

The list is partial; count on the stated rates, not on these rows.
